CCR6 antag – blocks CCL20-driven beta-arrestin recruitment at human CCR6; 0.49% of 340,000 active; CHO-K1 CCR6 PathHunter beta-arrestin, luminescence, CCL20-stimulated; AID 493098; P51684; inhibition, % at 20 µM;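 active = compounds whose inhibition of the agonist-driven luminescence signal at 20 µM reaches about 50%, limit read from the data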;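 also: cells stimulated with CCL20 at 14 nM final; plate controls were DMSO with CCL20 for no effect and DMSO without agonist for full effect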
Target sequence (P51684 whole entry, looked up): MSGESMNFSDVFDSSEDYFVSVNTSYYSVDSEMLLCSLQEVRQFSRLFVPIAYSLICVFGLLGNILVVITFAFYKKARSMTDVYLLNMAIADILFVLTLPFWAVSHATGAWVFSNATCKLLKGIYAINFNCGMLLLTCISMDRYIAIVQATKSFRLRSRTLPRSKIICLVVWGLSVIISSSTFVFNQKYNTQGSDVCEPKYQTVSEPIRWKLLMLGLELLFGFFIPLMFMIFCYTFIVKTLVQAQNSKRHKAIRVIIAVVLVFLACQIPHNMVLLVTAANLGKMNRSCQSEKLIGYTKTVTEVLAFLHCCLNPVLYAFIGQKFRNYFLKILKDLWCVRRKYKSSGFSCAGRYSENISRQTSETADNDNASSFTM
APOBEC3A inh – human APOBEC3A DNA deaminase inhibition; P31941; 0.41% of 330,000 active; recombinant A3A, FAM/TAMRA ssDNA deamination fluorescence; inhibition, % at 20 µM;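 active = at least 40% inhibition at 20 µM here, with at most 30% in a related deaminase screen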;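 also: plate controls were A3A with DMSO for no effect and wells lacking A3A enzyme for full effect; some results filed as inactive read as strong as hits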
Target sequence (P31941 whole entry, looked up): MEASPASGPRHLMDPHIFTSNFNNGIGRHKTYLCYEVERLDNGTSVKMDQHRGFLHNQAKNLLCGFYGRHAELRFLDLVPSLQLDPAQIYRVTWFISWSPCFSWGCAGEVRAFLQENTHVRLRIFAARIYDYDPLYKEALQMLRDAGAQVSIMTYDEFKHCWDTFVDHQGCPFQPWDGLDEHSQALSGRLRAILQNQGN
A3G deaminase – inhibitors of human APOBEC3G DNA deaminase; Q9HC16; recombinant A3G, ssDNA deamination FAM/TAMRA fluorescence; inhibition, % at 20 µM; 0.28% of 330,000 active;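 active = inhibition of at least 40% at 20 µM, with no more than 30% in the related APOBEC3A deaminase screen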;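 also: plate controls were DMSO wells with A3G for no effect and wells lacking A3G enzyme for full effect; some compounds called inactive have numbers as strong as hits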
EBI2 block – antagonists of human EBI2 receptor. P32249. EBI2 beta-arrestin recruitment, luminescence, 7a,25-OHC stimulated. inhibition, % at 5 µM. 0.81% of 360,000 active; in the data active = inhibition above about 38%;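 also: enzyme fragment complementation signal reports receptor beta-arrestin coupling in cells; 0% = agonist plus DMSO wells and 100% = wells without agonist; some results beyond the cut were filed as inactive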
GRIN3A LBD mod – NR3A (human) ligand-binding domain modulation; NR3A LBD differential scanning fluorimetry, Tm shift; 0% = protein alone, 100% = glycine-bound protein; Tm shift relative to glycine control, % at 25 µM; 2.5% of 340,000 active; AID 1259313;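 active = melting temperature shift of at least 10% of the positive control shift, at one fixed dose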
MPTP block – blocks calcium-induced mitochondrial swelling; isolated mouse mitochondria, Ca2+ swelling absorbance, 30 min; inhibition, % at 10 µM; 1.4% of 360,000 active; AID 602449;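 active = inhibition of 50% or more, scaled per plate between neutral and stimulator controls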;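 also: 0% = DMSO wells given calcium and 100% = 1 mM EGTA wells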
CXCR6 inh – blocks human CXCR6 beta-arrestin recruitment | 0.36% of 360,000 active | inhibition, % at 20 µM | CHO-K1 PathHunter CXCR6 beta-arrestin, luminescence | O00574; in the data active = inhibition above about 34%, passing the limit was not always enough;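 also: antagonist mode with CXCL16 agonist at 10 nM final; 0% = 10 nM CXCL16 with DMSO and 100% = unstimulated wells without agonist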
Target sequence (O00574 whole entry, looked up): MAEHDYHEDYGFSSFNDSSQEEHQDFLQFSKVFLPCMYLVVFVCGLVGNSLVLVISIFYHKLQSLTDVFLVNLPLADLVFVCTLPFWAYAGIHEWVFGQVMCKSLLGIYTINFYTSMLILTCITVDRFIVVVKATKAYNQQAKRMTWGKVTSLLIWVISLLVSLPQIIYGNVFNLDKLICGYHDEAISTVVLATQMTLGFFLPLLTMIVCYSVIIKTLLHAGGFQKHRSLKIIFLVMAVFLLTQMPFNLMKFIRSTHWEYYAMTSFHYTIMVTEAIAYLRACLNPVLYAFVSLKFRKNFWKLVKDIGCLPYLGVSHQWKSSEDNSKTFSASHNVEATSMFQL
Gli-Sufu block – antagonists of Gli-Sufu signaling. Sufu-KO-LIGHT fibroblasts, Gli luciferase reporter luminescence. inhibition, % at 5 µM. 0.74% of 340,000 active;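 active = inhibition above about 55%, limit read from the data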;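 also: 0% = DMSO-treated cells and 100% = wells with medium but no cells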
* marks the source's active call; other numbers are inactive results; . = not tested or not shown.

SMILES	CCR6 antag	APOBEC3A inh	A3G deaminase	EBI2 block	GRIN3A LBD mod	MPTP block	CXCR6 inh	Gli-Sufu block
CCc1nnc(NC(=O)CCC(=O)N2CCN(c3cccc(Cl)c3)CC2)s1	16.4	-0.7	-1.6	2.9	-3.4	-0.3	-5.6	-7.6
Clc1ccc(CO/N=C/c2c(-c3ccccc3)nc3n2CCS3)c(Cl)c1	30.0	-2.2	-6.1	29.3	-3.5	10.2	-3.5	7.6
Nc1ncnc2c1ncn2[C@@H]1O[C@H](CNCC#Cc2ccccc2)[C@@H](O)[C@H]1O	-7.8	4.0	4.2	-5.5	-0.1	-1.6	-2.7	-2.6
Cc1cc(O)ccc1NC(=O)CCN1C(=O)c2ccc([N+](=O)[O-])cc2C1=O	-0.7	4.2	-5.3	-8.4	0.9	-0.3	-8.3	-6.6
CC[C@]12c3[nH]c4ccccc4c3CCN1C(=O)C(CC(=O)NCCc1ccccn1)C[C@@H]2C(=O)N1CCN(C(=O)c2ccco2)CC1 (some centres undefined)	-7.9	-2.7	3.4	-8.2	-1.4	0.4	-5.3	6.8
COCCOC(=O)c1sc2nc[nH]c(=O)c2c1C	-5.3	0.8	-2.0	-5.9	-2.8	-0.5	-6.6	-1.6
COc1ccccc1N1C(=O)S/C(=C\c2cc(C)n(C)c2C)C1=O	12.6	-3.5	-1.9	9.3	0.3	3.2	-1.1	-51.0
Cc1ccc(OCC(=O)N(Cc2ccc(N(C)C)cc2)C2CCS(=O)(=O)C2)cc1 (centres undefined)	6.5	-2.1	-6.4	0.9	17.2*	-4.2	-11.5	-19.5
CC1(C)COCN1S(=O)(=O)c1ccc(C(=O)Nc2nnc(-c3ccc(Cl)s3)o2)cc1	12.3	-4.3	-4.1	.	-5.2	.	.	32.0
CCC(C)(C)n1nnnc1CN1CCC(NC(=O)c2ccccc2C)CC1	-5.9	-1.8	-1.8	-4.0	0.2	-0.1	-10.1	1.9
CN(C)c1ccc(C(=O)OCC(=O)c2ccc[nH]2)cc1	3.8	3.2	-5.1	-1.6	-0.5	0.7	3.4	-53.9
COc1cccc(C(=O)Nc2ccc(S(=O)(=O)Nc3nccc(C)n3)cc2)c1	-1.1	0.2	-4.2	-13.3	-8.3	-1.3	-6.2	-7.3
CC1CCCC(NC(=O)COC(=O)Cc2cn3ccsc3n2)C1C (centres undefined)	0.0	3.6	-5.2	-6.3	-1.3	-0.7	5.4	-8.5
COCCOC(=O)C1=C(C)N=c2s/c(=C\c3cccs3)c(=O)n2C1c1cccs1 (centres undefined)	3.7	-2.1	-2.3	-2.5	-1.7	-1.4	1.0	4.4
Nc1c2c(nc3ccn(Cc4ccccc4)c(=O)c13)CCC2	11.9	-5.1	-3.7	4.5	0.6	-6.9	3.9	9.8
CC(Sc1ccccn1)C(=O)Nc1ccccc1 (centres undefined)	-16.7	-1.6	-6.2	-3.3	-0.5	-0.1	-9.9	-11.8
CC1CN(C)C(c2ccccc2)C(C)C12NC(=O)NC2=O (centres undefined)	22.0	3.9	-0.4	-19.5	-1.3	-2.3	-3.1	-1.1
COCCN(C(=O)C1CCC1)c1c(N)n(CC(C)C)c(=O)[nH]c1=O	1.3	0.2	-3.0	-2.4	-0.4	-0.3	8.0	-2.0
COc1ccc(CCNC2CC(=O)N(CCc3ccc(OC)c(OC)c3)C2=O)cc1 (centres undefined)	-10.9	-0.8	-2.7	-1.2	1.6	1.3	-3.3	8.1
O=C(COC(=O)C1CCN(S(=O)(=O)c2ccccc2)CC1)NC(=O)c1ccc(OC(F)F)cc1	14.9	-2.0	-1.1	-10.5	-0.7	5.9	5.1	7.6

Quoted at random: 5 compounds from above.
SMILES	CCR6 antag	APOBEC3A inh	A3G deaminase	EBI2 block	GRIN3A LBD mod	MPTP block	CXCR6 inh	Gli-Sufu block
O=C(COC(=O)C1CCN(S(=O)(=O)c2ccccc2)CC1)NC(=O)c1ccc(OC(F)F)cc1	14.9	-2.0	-1.1	-10.5	-0.7	5.9	5.1	7.6
Cc1ccc(OCC(=O)N(Cc2ccc(N(C)C)cc2)C2CCS(=O)(=O)C2)cc1 (centres undefined)	6.5	-2.1	-6.4	0.9	17.2*	-4.2	-11.5	-19.5
Cc1cc(O)ccc1NC(=O)CCN1C(=O)c2ccc([N+](=O)[O-])cc2C1=O	-0.7	4.2	-5.3	-8.4	0.9	-0.3	-8.3	-6.6
COCCN(C(=O)C1CCC1)c1c(N)n(CC(C)C)c(=O)[nH]c1=O	1.3	0.2	-3.0	-2.4	-0.4	-0.3	8.0	-2.0
Nc1c2c(nc3ccn(Cc4ccccc4)c(=O)c13)CCC2	11.9	-5.1	-3.7	4.5	0.6	-6.9	3.9	9.8

Other records follow:
SMILES	CCR6 antag	APOBEC3A inh	A3G deaminase	EBI2 block	GRIN3A LBD mod	MPTP block	CXCR6 inh	Gli-Sufu block
COc1cc(OC)cc(-c2cc3nc(C)c(CCC(=O)NC(C)CCc4ccco4)c(C)n3n2)c1 (centres undefined)	-1.1	-3.0	-5.0	12.2	-2.1	3.5	-1.1	20.9
Cc1nc2cc(NC(=O)NCc3ccccc3)ccc2o1	4.9	-2.4	-7.8	-3.0	-1.3	-1.1	-3.1	-16.0
CC(C)[C@H](NC(=O)C1CCN(S(=O)(=O)c2ccc(F)cc2)CC1)C(=O)NCc1ccncc1	-7.7	-6.0	-6.4	-5.4	-1.5	-0.5	-5.5	17.3
CS(=O)(=O)N1CCC(C(=O)Nc2cc(Cl)c(Cl)cc2Cl)CC1	4.3	4.0	-0.6	-1.9	-1.5	0.5	5.4	4.8
COc1ccc(CCN2CC(C#N)=C3c4cc(OC)c(OC)cc4CCN3C2)cc1OC	15.0	1.4	4.6	-0.3	0.5	3.3	2.0	6.4
N#Cc1ccccc1NC(=O)COC(=O)CCc1ccccc1	6.9	0.3	-7.8	0.4	-0.9	0.6	0.6	-14.3
Cn1cc(Br)c(C(=O)NNC(=O)c2ccccc2)n1	-10.9	-2.1	-4.1	-16.2	1.4	0.0	-1.2	-6.2
O=C(C(=O)N1CCOCC1)c1cn(CC(=O)N2CCc3ccccc3C2)c2ccccc12	17.7	0.3	-12.7	2.0	-1.5	0.2	-1.9	-8.8
COc1ccc(-n2c(SCC(=O)NCCC(C)C)nc3ccsc3c2=O)cc1	19.8	-3.2	-6.5	0.6	1.5	1.0	6.8	6.4
N#CC(/C(=N/S(=O)(=O)c1cccs1)c1ccccc1)c1nc2ccccc2[nH]1 (centres undefined)	3.0	1.5	-0.6	-7.2	-1.1	66.0*	5.7	34.4
CC12CCC(=O)N1C(C(=O)Nc1nc(-c3ccccc3)cs1)CS2 (centres undefined)	9.0	5.1	-6.1	2.4	-0.5	-0.1	-7.3	-13.2
Cc1cc(Br)c2c(c1)/C(=C/C(=O)c1cccs1)C(=O)N2	1.7	-2.5	8.6	33.7	1.4	-8.1	-1.5	-0.7
N#CCCN(C(=O)COC(=O)CCc1c[nH]c2ccccc12)c1ccc(F)cc1	10.4	-2.0	6.1	-4.2	-0.7	-2.9	9.1	-13.3
Cc1ccc(N2CCN(C(=S)c3ccc(-c4ccccc4[N+](=O)[O-])o3)CC2)cc1	24.8	-1.6	2.1	-3.6	0.2	8.0	9.1	-3.2
COc1cc(CO)ccc1Oc1nc2ccccc2n2cnnc12	-2.9	-2.9	-8.1	-1.9	-0.6	1.1	-18.7	4.1
O=C(NC1CCC(O)CC1)c1ccc(-c2ccc(Cl)cc2)o1 (centres undefined)	3.2	15.1	-7.9	0.7	2.4	1.5	2.9	-43.0
COc1cc(/C=C/C(=O)O)ccc1OCc1ccccc1C#N	-11.1	4.8	-2.4	-6.0	-3.4	-2.2	-10.8	-13.0
Cc1cc(C)nc(NS(=O)(=O)c2ccc(NC(=O)c3ccc(S(=O)(=O)N4CC(C)OC(C)C4)cc3)cc2)n1 (centres undefined)	-5.0	1.6	-0.2	-3.7	2.9	-0.3	6.1	4.6
Cc1n[nH]c(=S)n1-c1ccc(Cl)cc1	-3.4	0.7	18.1	3.8	0.3	-0.6	-1.1	-7.0
CCN(CC(=O)Nc1c(F)cccc1F)C(=O)CSc1ccc(F)cc1	-3.6	-0.9	-10.9	-7.9	2.1	-2.3	1.5	-5.8
CC(C)(C)C(=O)Nc1ccc(-c2cn3ccsc3n2)cc1	-1.9	-5.4	-7.7	-4.8	-23.6	1.2	1.6	-97.0
O=C1CSC(=S)N1c1ccc(F)c(Cl)c1	5.0	0.5	-5.1	2.0	0.9	0.7	10.7	4.6
Cc1ccccc1OCC(O)CN1CCN(CC(O)COc2ccccc2C)CC1 (centres undefined)	4.3	1.6	-6.4	8.2	-3.5	0.9	4.3	34.4
Clc1ccc(-c2ccc(C=Nc3ccc(N4CCOCC4)cc3)o2)c(Cl)c1	-17.7	-0.8	1.7	-11.5	2.3	0.0	-13.3	-0.3
CCOC(=O)CCCSc1nc(-c2ccc3c(c2)OCO3)cc(C(F)(F)F)c1C#N	-25.6	2.3	0.3	6.6	4.1	1.3	-11.2	7.9
CC(C)CC(C(=O)Nn1cnnc1)N1C(=O)c2ccccc2C1=O (centres undefined)	-8.2	-6.6	6.2	-1.5	-0.9	0.5	0.7	-0.6
Cc1ccccc1-n1c(C)cc(/C=N/NC(=O)c2ccc(CN3CCOCC3)cc2)c1C	9.4	0.4	-3.3	2.9	-4.4	0.4	3.5	-17.3
N/C(=N\c1nc2ccccc2o1)NC(=O)c1ccc(F)cc1	16.1	-7.8	-6.7	2.3	-2.1	-0.6	2.6	-26.8
CCN(CC)CCCNC(=O)c1cn(CC)c2ccc(S(=O)(=O)N3CCc4ccccc4C3)cc2c1=O	20.0	-1.5	-0.7	3.9	-4.0	-1.6	1.0	18.3
CCCC(c1nnnn1CS(=O)(=O)c1ccc(C)cc1)N1CCN(c2ccccc2)CC1 (centres undefined)	18.9	-4.3	-6.4	4.2	3.8	-0.3	4.2	6.0
CC(=O)NC(CC(C)C)C(=O)NC(Cc1ccccc1)C(=O)CCl (centres undefined)	12.3	.	.	7.0	16.8*	-0.3	6.1	-5.4
O=C(c1ccccc1)c1cc[n+]([O-])cc1	-6.9	-1.7	-1.0	-3.3	0.5	1.7	-1.3	2.9
Cc1cc(S(=O)(=O)N(Cc2ccc(F)cc2)CC2CCCO2)ccc1-n1cnnn1 (centres undefined)	5.9	-5.6	-7.5	1.9	1.6	0.4	6.9	-6.9
COc1nsnc1NS(=O)(=O)c1ccc(NC(=S)NC(=O)c2ccncc2)cc1	20.5	-0.1	-0.1	0.5	-0.5	0.6	19.9	-7.3
NCCCSC1=NCCCN1	-2.8	-2.3	-4.3	0.8	2.2	2.1	-0.6	-2.2
COc1ccc(OC)c(CNC(=O)CCC(=O)N2Cc3cccc(OC)c3Oc3ncccc32)c1	11.2	-3.7	-7.7	-2.5	5.0	-0.4	-1.4	1.4
Cc1ccc(Nc2ncnc3c2cnn3C)cc1	5.1	5.6	-2.1	0.0	-1.8	1.1	0.3	-15.2
Cc1ccc(NS(=O)(=O)c2cccc(C(=O)NCC(c3ccc(F)cc3)N3CCOCC3)c2)cc1 (centres undefined)	6.7	0.0	-2.0	1.9	-5.8	-1.2	5.9	5.9
COc1ccc(CN2CCCC(C(=O)N3CCCC3)C2)cc1 (centres undefined)	-1.8	-1.0	-9.8	-9.8	2.2	1.9	2.2	11.0
COc1ccc(S(=O)(=O)NCC2CCCO2)cc1C(=O)O (centres undefined)	1.6	-0.2	-7.1	-3.2	4.4	-0.5	5.7	-4.0
OCC1(CCOc2ccccc2)CCN(CC2=Cc3cc(Cl)ccc3OC2)CC1	7.5	2.9	-2.9	16.2	-15.6	1.4	-9.9	37.0
CN(C)C(=O)c1c(NC(=O)c2ccccc2)sc2c1CCC2	-2.4	-4.8	-5.5	-2.7	0.7	-0.2	5.1	-16.8

Assay outcomes deposited in PubChem BioAssay by Sanford-Burnham Center for Chemical Genomics.
